BoNT A protease: BoNT/A light chain protease inhibitors, primary screen, biochemical, flow cytometry, MLPCN library; inhibition, % at 10 µM; hit rate 0.17% among 360,000; AID 588499, 2011; Botulinum neurotoxin type A light chain protease (Clostridium botulinum A str. ATCC 3502); multiplex microsphere protease substrate cleavage; in the data active means inhibition above about 30%; inconclusive means no clear call, values can overlap the other calls; further: plate controls were buffer without enzyme for full effect and enzyme alone for no effect
Mtb FBA inh: Mtb FBA enzyme inhibitors, primary screen, biochemical, fluorescence, strain H37Rv; inhibition, % at 1 µM; purified M. tuberculosis FBA, fluorescence read-out; Fructose-bisphosphate aldolase (Mycobacterium tuberculosis (strain ATCC 25618 / H37Rv)), …; hit rate 2.3% among 360,000; in the data active means inhibition above about 27%;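 further: 0% = vehicle and 100% = reference inhibitor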
Target sequence (P9WQA3 whole entry, looked up): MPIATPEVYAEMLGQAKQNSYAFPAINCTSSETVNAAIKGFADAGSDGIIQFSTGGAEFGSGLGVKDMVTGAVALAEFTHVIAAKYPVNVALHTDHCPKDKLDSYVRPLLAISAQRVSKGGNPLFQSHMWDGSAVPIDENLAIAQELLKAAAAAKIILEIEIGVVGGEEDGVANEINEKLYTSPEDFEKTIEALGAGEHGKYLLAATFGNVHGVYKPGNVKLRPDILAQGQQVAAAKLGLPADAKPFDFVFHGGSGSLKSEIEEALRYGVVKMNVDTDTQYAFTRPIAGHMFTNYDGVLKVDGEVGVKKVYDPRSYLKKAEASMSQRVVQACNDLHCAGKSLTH
Mtb UGM inh: M. tuberculosis UGM enzyme inhibitors, primary screen, biochemical, fluorescence polarization, single point | UDP-galactopyranose mutase (Mycobacterium tuberculosis (strain ATCC 25618 / H37Rv)), … | purified UGM, fluorescence polarization probe displacement | inhibition, % at 10 µM | hit rate 0.06% among 320,000 | AID 504406, 2011; in the data active means inhibition above about 10%, passing the limit was not always enough; inconclusive means no clear call, values can overlap the other calls
Target sequence (P9WIQ1 whole entry, looked up): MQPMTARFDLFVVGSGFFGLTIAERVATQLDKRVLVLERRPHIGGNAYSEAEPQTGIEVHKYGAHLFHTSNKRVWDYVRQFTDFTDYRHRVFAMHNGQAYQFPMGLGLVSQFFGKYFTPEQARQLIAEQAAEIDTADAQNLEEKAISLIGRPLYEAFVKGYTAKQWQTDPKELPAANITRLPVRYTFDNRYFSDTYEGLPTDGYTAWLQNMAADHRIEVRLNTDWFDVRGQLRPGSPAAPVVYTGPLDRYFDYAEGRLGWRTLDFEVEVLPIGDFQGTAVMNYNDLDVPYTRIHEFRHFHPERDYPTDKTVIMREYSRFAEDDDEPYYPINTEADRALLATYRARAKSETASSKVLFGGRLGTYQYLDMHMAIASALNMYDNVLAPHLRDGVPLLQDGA
FadD28 binding: inhibitors of FadD28 bisubstrate probe binding, primary screen, biochemical, fluorescence polarization, single point; Mycobacterium tuberculosis FadD28 fatty-acid-AMP ligase; hit rate 0.22% among 360,000; AID 588549, 2011; inhibition, % at 12.5 µM; in the data active means inhibition above about 8.5%, passing the limit was not always enough; inconclusive means no clear call, values can overlap the other calls
Mtb BioA inh: M. tuberculosis BioA enzyme inhibitors, primary screen, biochemical, plate reader, single point, HTS | hit rate 0.096% among 360,000 | purified M. tuberculosis BioA enzyme | AID 602481, 2012 | 7,8-diaminopelargonic acid synthase BioA (Mycobacterium tuberculosis) | inhibition, % at 9.99 µM; in the data active means inhibition above about 40%; inconclusive means no clear call, values can overlap the other calls
BoNT F protease: BoNT/F light chain protease inhibitors, primary screen, biochemical, flow cytometry, MLPCN library | AID 588497, 2011 | inhibition, % at 10 µM | Botulinum neurotoxin type F light chain protease (Clostridium botulinum) | Multiplex microsphere protease cleavage assay | hit rate 0.22% among 360,000; in the data active means inhibition above about 35%, passing the limit was not always enough; inconclusive means no clear call, values can overlap the other calls; further: plate controls were buffer without enzyme for full effect and enzyme alone for no effect
PrPC surface inh: inhibitors of human cell surface prion protein PrPC, primary screen, cell-based, TR-FRET; Major prion protein (Homo sapiens), P04156; inhibition, % at 13.8 µM; hit rate 0.43% among 370,000; AID 720596, 2013; TR-FRET read-out; in the data active means inhibition above about 24%; further: 0% = median of the test wells and 100% = reference compound wells
GDH-TPI counter: GDH-TPI coupling enzyme inhibitors, primary screen, artefact control for M. tuberculosis FBA inhibitor project, biochemical, absorbance, full deck; AID 588335, 2011; hit rate 1.2% among 360,000; inhibition, % at 4.8 µM; GDH-TPI coupled enzyme counterscreen, NADH absorbance;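 further: 0% = DMSO wells and 100% = wells lacking the enzyme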
CCHFV vOTU inh: CCHFV vOTU protease inhibitors, primary screen, biochemical, Pep-AMC substrate, fluorescence. inhibition, % at 11.5 µM. hit rate 0.55% among 370,000. Crimean-Congo hemorrhagic fever virus L polyprotein viral ovarian tumor (vOTU) protease …; further: 0% = vehicle wells with enzyme and 100% = no enzyme wells
The depositor's hits bear a star; ? = inconclusive; · = no result given; & = joins results of further samples. Unless noted, no stated cut-off is given here; in the data, active means inhibition above about 30%; inactive means the rest.

SMILES	BoNT A protease	Mtb FBA inh	Mtb UGM inh	FadD28 binding	Mtb BioA inh	BoNT F protease	PrPC surface inh	GDH-TPI counter	CCHFV vOTU inh
C[C@]12CCC3c4ccc(O)cc4CCC3C1CC/C2=N\N (some centres not stated)	-0.3	-1.9	1.9	-0.1	-1.8	-10.1	-3.1	-0.4	-0.1
COc1cccc(OC)c1C(=O)Nc1ccc(C(=O)NCc2ccccc2)cc1	-2.3	-1.2	2.9	-3.0	-0.1	-4.8	7.9	-7.7	1.9
COc1cccc(CNC(=O)CSCC(=O)Nc2cc(C)on2)c1	-3.1	-3.0	0.6	-2.2	-1.2	-7.3	3.1	-1.4	4.4
O=C(COc1ccc(F)cc1)NCCCn1ccnc1	-2.5	1.0	·	-1.5	0.5	-7.6	-0.5	-3.8	13.3
Cc1ccc(-n2ncc3c(=O)n(CC(N)=O)cnc32)cc1C	-0.2	1.8	1.4	-3.2	-1.1	7.8	5.7	-4.1	12.6
CC(C)CC(=O)N1CCN(S(=O)(=O)c2ccccc2)CC1	0.3	-0.3	0.7	-1.8	-1.2	6.0	-3.3	-1.4	-4.8
O=C(N/C(=C/c1cccnc1)C(=O)N1CCOCC1)c1ccccc1Cl	-5.5	0.1	-1.0	-0.2	·	?	-6.2	3.4	-10.3
CC(NS(=O)(=O)c1ccc(CCC(=O)NCc2ccco2)cc1)c1ccccc1 (configuration not stated)	0.1	1.9	-0.4	-3.0	·	-0.8	-3.8	-4.0	-18.2
CC(C)(C)C(=O)Nc1ccc(N2CCN(S(C)(=O)=O)CC2)cc1	0.0	1.4	1.2	1.3	0.2	-3.2	3.1	5.4	-6.0
Cc1cc(NC(=O)C(C)SCC(=O)OCC(=O)N(C)c2ccccc2)no1 (configuration not stated)	1.8	-0.4	3.1	-2.4	0.4	-2.9	1.1	2.9	1.6
CC(C)NS(=O)(=O)c1ccc(CCC(=O)Nc2cc(Cl)ccc2Oc2ccccc2)cc1	0.1	-2.4	-0.4	0.2	0.3	-1.3	·	-1.9	·
CCOC(=O)c1cc(S(=O)(=O)N2CCOCC2)cn1C	-0.8	3.4	-0.7	1.0	-2.6	-3.2	5.1	6.0	5.5
c1ccc2c(c1)CCN(c1nc3ccccc3n3cnnc13)C2	0.2	5.3	-1.6	-4.2	3.3	5.1	6.8	4.3	-0.8
Cc1cccc(C(=O)OCC(=O)Nc2c(C)nn(-c3ccccc3)c2C)c1O	2.4	0.1	-1.3	-1.6	·	4.4	-1.6	-7.8	-4.3
CCN1CCN(c2ccc(S(=O)(=O)N3CCOCC3)cc2NC(=O)c2ccc(Cl)cc2Cl)CC1	-1.2	-1.6	-0.5	-4.0	-0.7	-2.2	1.9	-0.7	3.1

Profiles, quoted from the list. Values in the order: BoNT A protease	Mtb FBA inh	Mtb UGM inh	FadD28 binding	Mtb BioA inh	BoNT F protease	PrPC surface inh	GDH-TPI counter	CCHFV vOTU inh
Entry for `CCOC(=O)c1cc(S(=O)(=O)N2CCOCC2)cn1C` → -0.8	3.4	-0.7	1.0	-2.6	-3.2	5.1	6.0	5.5
Entry for `CC(C)(C)C(=O)Nc1ccc(N2CCN(S(C)(=O)=O)CC2)cc1` → 0.0	1.4	1.2	1.3	0.2	-3.2	3.1	5.4	-6.0

Carrying on.
SMILES	BoNT A protease	Mtb FBA inh	Mtb UGM inh	FadD28 binding	Mtb BioA inh	BoNT F protease	PrPC surface inh	GDH-TPI counter	CCHFV vOTU inh
O=C(CCCCCNC(=O)N1CCn2c1nc1ccccc12)NCc1ccc(Cl)cc1	0.1	-1.8	-0.7	-4.8	0.0	3.5	-2.6	-11.0	15.0
Cc1cc2nn(-c3ccc(F)cc3)nc2cc1N	0.3	53.8*	0.9	1.1	-3.5	-21.3	4.8	45.7*	-94.3
COc1ccc(OCCNC2CCCC2)cc1	-2.8	0.3	-0.5	-0.3	·	-7.5	5.4	3.9	-5.0
O=C(c1cc(-c2ccc(Cl)cc2)on1)N1CCCC1	0.0	-1.6	-1.0	-0.4	-3.0	-1.0	1.3	7.2	1.0
CN(C)c1ccc(C2Nc3ccccc3C(=O)N2CCCN2CCOCC2)cc1 (configuration not stated)	-0.4	10.4	-3.8	-1.3	-1.4	-1.4	8.9	13.1	-10.6
COc1ccc(CN2CCN(Cc3c[nH]c4ccccc34)CC2)c(OC)c1	0.0	0.8	·	-0.6	-2.8	-4.0	-8.6	10.6	-6.3
Cn1c(N)c(C(=O)COC(=O)/C=C/c2cccc(Cl)c2)c(=O)n(C)c1=O	-0.8	-2.3	-1.4	-7.3	·	-9.2	-2.5	-12.3	-11.8
O=C(O)c1cc2c(=O)c3ccccc3oc2nc1C(F)(F)F	-1.3	7.9	0.1	0.4	-2.0	-11.2	-17.4	9.7	12.3
OCCC1CN(Cc2cccn2-c2cccnc2)CCN1C1CCCC1 (configuration not stated)	-0.9	-1.6	4.6	-3.3	·	5.3	-6.0	1.0	-5.2
CCc1cc2c(=O)[nH]c(N3CCOCC3)nc2s1	-1.1	-1.2	2.4	1.4	-0.5	-18.5	-4.3	5.0	10.5
COc1ccccc1CN(C)CC(=O)Nc1ccc(Cl)cc1C(F)(F)F	0.1	-1.2	0.2	-4.6	·	8.4	3.0	-2.2	9.5
COC(=O)c1sc(N)c(C(=O)OC)c1CSc1nc2sc3c(c2c(=O)n1C)CCC3	0.0	-4.9	2.1	-3.8	2.9	4.4	3.6	6.4	2.8
O=C(Oc1ccc2c(c1)OCO2)c1ccc(Br)c(S(=O)(=O)N2CCOCC2)c1	?	2.1	-5.3	-6.8	0.6	-2.3	10.2	-2.5	-5.0
COCCCn1c2nc3ccccc3nc2c2c(=O)n(-c3ccccc3OC)cnc21	1.7	3.5	-0.6	-1.3	1.3	2.3	-7.3	24.1	-2.7
O=C(CC1CCOCC1)Nc1ccc(Cl)c(Cl)c1	0.0	-2.7	-0.2	-2.0	0.9	-7.3	1.6	3.8	-4.0
Cc1ccc(NC(=O)c2cc(-c3ccccc3)nn2-c2ccccc2)cc1	-1.5	0.1	-1.8	-1.8	1.5	-10.3	8.1	10.9	1.4
CC(C)OC1CCCC(O)C1CC(=O)O (configuration not stated)	0.5	-1.5	0.0	0.4	-3.2	4.7	-9.2	5.3	10.6
O=C(CCCN1C(=O)CCC1=O)Nc1ccc(Cl)c(C(F)(F)F)c1	-0.1	12.1	-0.2	-0.8	1.7	-13.0	4.6	9.4	-3.4
COc1ccc(NC(=O)CSc2ccc3nnc(CCNC(=O)c4ccccc4)n3n2)cc1OC	-2.9	-0.3	-0.2	-2.0	8.3	-4.2	-0.7	6.2	-3.1
O=C(Nc1nccs1)C1CC=CCC1 (configuration not stated)	-1.9	-1.1	-0.1	·	-0.7	0.8	2.8	0.8	2.4
Cc1nc(NC(=S)NC(=O)c2cccs2)sc1C(=O)N(C)C	-1.7	-2.1	-2.2	-0.2	0.1	-1.2	-0.5	20.4	-11.4
O=c1cc(-c2ccc(O)c(O)c2)oc2ccc3ccccc3c12	-0.8	-5.1	·	-3.5	·	-20.4	-1.3	12.9	4.3
CC(=O)NCCc1nc2ccccc2[nH]1	-0.6	-0.9	-3.3	-1.5	0.1	-12.5	4.2	-1.9	-2.6
CCN1CC(CN(C)Cc2nc(Cc3ccccc3)no2)CC1=O (configuration not stated)	-0.8	0.7	-2.1	0.7	-0.3	-6.6	-2.5	9.8	-18.8
CC1(C)Cc2cccc(OCC(=O)Nc3ccccc3N3CCOCC3)c2O1	0.1	-1.4	3.6	-0.1	-0.1	1.6	-2.3	-8.5	10.9
CC/C(Cc1ccccc1)=N/NC(=O)CNC(=O)c1ccc(Cl)cc1Cl	-1.1	0.0	·	-0.4	18.7	-9.6	4.0	0.7	7.6
C#CCOc1ccc2c(C)cc(=O)oc2c1	-0.6	40.4*	-5.5	1.0	-1.4&-2.7	-1.5	-0.9	6.7	-22.6
COc1cc2c(cc1OC)CN(C(=O)CCCOc1ccc(Cl)cc1Cl)CC2	0.5	-2.1	-1.8	-0.5	3.6	-0.2	4.1	8.3	-2.5
CCc1ccc(C(=O)CSc2nnc(C)c(=O)[nH]2)cc1	-0.1	-2.8	0.4	0.2	-0.8	1.3	2.6	0.0	-7.2
COc1ccc(-c2cc(=O)oc3cc(OCC(=O)NCCCn4ccnc4)ccc23)cc1	0.2	7.3	-1.7	-2.7	-2.5	6.4	-18.2	19.6	-4.2
CCC(OC(=O)c1ccco1)C(=O)NCc1ccco1 (configuration not stated)	0.0	-0.9	3.5	-3.5	-0.4	-2.7	-0.6	-11.4	11.0
Cc1nn(Cc2ccccc2)c(C)c1/C=N/NC(=O)c1cccnc1	0.1	-1.8	2.5	-2.5	·	-7.5	1.9	12.3	-5.4
CC(C)NC(=O)NC(=O)CSc1nncs1	0.5	0.2	3.3	-1.0	·	0.5	1.9	-1.9	2.6
COc1ccccc1N1CCN(C2CCCN(C(=O)CCc3cnccn3)C2)CC1 (configuration not stated)	1.9	-6.4	2.7	-1.5	0.4	3.0	-2.4	-2.7	3.1
COc1ccc(NC(=O)Cn2nnc(C(=O)NCCc3ccccc3)c2N)cc1	0.1	0.8	2.9	-2.4	·	2.7	-5.4	4.6	-10.4
CCCn1c(OC)nc2c1c(=O)n(C)c(=O)n2C	-0.3	2.7	3.6	-0.1	-0.2	-5.9	3.5	-1.9	-7.3
Cc1noc(C(=O)NCc2ccccc2)c1Cl	0.8	3.3	-3.7	-1.2	-1.7	12.1	-2.7	-2.4	-4.5
Cc1ccc2nc(SCC(=O)N3CCCCCC3)nc(=O)n2c1	0.5	-0.5	0.7	-1.2	6.4	2.2	-1.9	18.8	-4.0
C=CCN1C(=O)/C(=C/c2cc(C)n(-c3ccccn3)c2C)C(=O)NC1=S	3.5	0.3	-0.1	-1.2	·	4.7	0.5	11.9	11.6
CCCCN(C)CCC(=O)Nc1ccc2c(c1)CCC2	0.0	1.1	0.7	0.4	·	1.9	-4.6	-4.9	-4.7
COc1ccccc1C(=O)Nc1ccc(C)c(S(=O)(=O)N2CCCCC2)c1	4.2	-0.7	·	-4.3	0.1	24.9	1.6	-0.7	-1.9
O=C(NC(=S)Nc1ccc(Br)cn1)c1cncc(Br)c1	-0.3	3.0	-0.7	-0.6	0.2	-8.2	3.9	-7.9	-8.0
CCOC(=O)Cc1cc(=O)c2cc(C)ccc2[nH]1	0.7	1.6	1.0	-0.7	0.5	13.2	11.8	1.3	0.8
CC(=O)N1c2ccc(S(=O)(=O)N(C)CC(=O)NCc3ccccc3)cc2CC1C (configuration not stated)	-0.3	-0.9	0.7	0.7	0.1	-4.9	5.0	-1.5	4.0
COC(=O)c1ccccc1C(=O)N1CCOCCN(C(=O)c2ccccc2C(=O)OC)CCOCC1	-1.4	0.0	-0.4	-0.2	·	-11.9	2.6	5.2	0.9
CCOC(=O)/C(C#N)=C\c1cccnc1	1.1	5.2	-1.3	-0.8	·	-5.4	1.5	13.6	-7.0
CCN(CC)C(=O)CSc1nc2cccnc2n1-c1ccccc1OC	1.3	5.1	0.1	-1.6	-0.6	19.3	1.0	15.1	0.4
COc1ccc(C2N=C(c3ccccc3)NO2)cc1OC (configuration not stated)	-0.3	1.2	0.1	-3.9	-0.8	-4.1	-2.2	6.8	0.1
CCOC(=O)CSc1cc(CSc2ccccc2)nc(-c2ccccc2)n1	-0.7	-7.1	0.5	-2.8	·	10.2	0.3	-4.3	9.9
Cc1cccc(S(=O)(=O)N2CCC(CO)(Cc3ccccc3)CC2)c1	0.3	4.5	0.8	-2.0	·	-1.7	5.0	3.1	-5.8

Screening results as filed in PubChem BioAssay.
